Kir21 inh – inhibitors of mouse Kir2.1 inward-rectifier potassium channel; HEK293-Kir2.1, FluxOR thallium flux fluorescence; active compounds read low; B-score at 10 µM; 310,000 tested, 0.85% active;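 active = fluorescence ratio B-score at or below minus 3 SD of library scores, with starting-brightness B-score within 2 SD, cut at about -4.2 in these data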;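 also: channel flux triggered by added potassium and thallium sulfate stimulus; B-score of peak minus minimum fluorescence over baseline after thallium stimulus; more negative B-score means stronger Kir2.1 block with less thallium influx; some compounds called inactive have numbers as strong as hits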
KCNQ2 block – KCNQ2 potassium channel inhibitors, primary screen, cell-based, CHO-K1, FluxOR thallium flux, B-score (AID 2156); O88943; 20 min; active compounds read low; B-score at 10 µM; 310,000 tested, 1.1% active;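 active = fluorescence ratio B-score at most minus 3 library SDs, with starting brightness B-score within 2 library SDs, cut at about -5.5 in these data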
Target sequence (O88943 whole entry, looked up): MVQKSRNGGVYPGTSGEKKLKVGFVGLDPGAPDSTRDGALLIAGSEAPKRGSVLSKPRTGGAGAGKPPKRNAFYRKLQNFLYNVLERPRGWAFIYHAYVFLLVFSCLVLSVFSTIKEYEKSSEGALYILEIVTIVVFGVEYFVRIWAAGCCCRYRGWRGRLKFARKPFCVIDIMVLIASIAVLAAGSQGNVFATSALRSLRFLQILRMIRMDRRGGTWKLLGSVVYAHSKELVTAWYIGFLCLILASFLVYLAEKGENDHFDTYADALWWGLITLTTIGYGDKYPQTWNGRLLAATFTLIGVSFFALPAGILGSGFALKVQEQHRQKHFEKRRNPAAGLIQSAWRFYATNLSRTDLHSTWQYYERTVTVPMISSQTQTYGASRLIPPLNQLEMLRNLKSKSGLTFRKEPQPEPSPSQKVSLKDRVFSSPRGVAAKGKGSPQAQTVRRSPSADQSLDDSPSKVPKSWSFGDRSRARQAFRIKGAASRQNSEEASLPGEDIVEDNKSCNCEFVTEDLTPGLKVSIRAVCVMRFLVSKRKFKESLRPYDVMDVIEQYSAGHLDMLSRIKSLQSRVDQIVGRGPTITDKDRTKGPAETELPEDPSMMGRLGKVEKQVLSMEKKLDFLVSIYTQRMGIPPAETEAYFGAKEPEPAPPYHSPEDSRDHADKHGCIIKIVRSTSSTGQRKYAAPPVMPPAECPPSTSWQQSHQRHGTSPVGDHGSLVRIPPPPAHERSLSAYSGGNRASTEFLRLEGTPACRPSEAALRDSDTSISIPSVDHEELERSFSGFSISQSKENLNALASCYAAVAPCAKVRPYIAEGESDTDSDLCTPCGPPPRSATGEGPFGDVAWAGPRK
The depositor's hits bear a star; i = inactive; & = joins results of further samples. Not all compounds are listed, so the mix of outcomes need not match the whole.

Sequence of screens – Kir21 inh, KCNQ2 block
[1] COc1ccc(C(=O)c2nc3ccccc3n2C(C)C)cc1OC
    -0.08, i
[2] CC(C)n1cc(C(=O)N(CC(=O)NC(C)(C)C)Cc2ccccc2)cn1
    1.2, i
[3] CC(=O)O[C@@H]1/C=C/[C@](C)(O)C[C@@H](C)C/C=C/[C@H]2[C@@H]3O[C@]3(C)[C@@H](C)[C@H]3[C@H](Cc4ccccc4)NC(=O)[C@@]312
    -3.21, i
[4] O=C1/C(=C\c2ccccc2)C2OCC=C3CN4CCC56c7ccccc7N1C5C2C3CC46 (stereo not drawn)
    -1.93, i
[5] COc1cc2c(cc1OC)C(C(=O)NCCC(C)C)C1CCCCN1C2=O (stereo not drawn)
    1.09, i
[6] NCCc1c(Cc2ccccc2)[nH]c2ccccc12
    -2.74, i
[7] Cc1cc(Cl)ccc1OCC(=O)N1CCN(C)CC1
    -0.1, i
[8] CCC(C)C(=O)N[C@@H](c1ccccc1)[C@@H](O)C(=O)O[C@H]1C[C@@]2(O)[C@@H](OC(=O)c3ccccc3)C3[C@](C)(C(=O)[C@H](OC(C)=O)C(=C1C)C2(C)C)[C@@H](O)C[C@H]1OC[C@@]31OC(C)=O (stereo partly drawn)
    2.1, i
[9] O=C1NC(=S)N(C2CC2)C(=O)/C1=C/c1ccc2c(c1)CCN2CCCCl
    -0.93, i
[10] COc1ccc(-n2c(/C=C3/C(=O)Nc4ccccc43)nc3ccccc3c2=O)cc1
    -0.12, i
[11] C[C@@]12N[C@@H](Cc3ccccc31)c1ccccc12
    -1.66, i
[12] O=C(/C=C/c1ccccc1)NCCc1cnc[nH]1
    0.4, i
[13] COC(=O)CN1C(=O)CN=C(c2ccccc2Cl)c2cc(Br)ccc21
    0.93, i
[14] COC1=CC=C2[C@H]3Cc4ccc(OC)c5c4[C@@]2(CCN3C)[C@H]1O5
    -0.56, i
[15] O=C1NC(=O)N(c2ccc3c(c2)OCO3)C(=O)/C1=C/c1ccc(N2CCCCC2)o1
    -4.29*, i
[16] COc1cc2[nH]c(C(=O)N3CCC4(CC3)OCCO4)cc2c(OC)c1OC
    -1.29, i
[17] Cc1c2cnn(CC(=O)N3CCC4(CC3)OCCO4)c(=O)c2c(C)n1Cc1ccccc1Cl
    -0.5, i
[18] COc1ccc(C(=O)N2CCC3(CC2)OCCO3)cc1
    -2, i
[19] COc1ccc(O)c2c(=O)c3c(OC)cc4c(c3oc12)C1C=COC1O4 (stereo not drawn)
    -0.2, i
[20] C=CCOC(=O)C1=C(C)OC(N)=C(C#N)C12C(=O)N(CN1CCOCC1)c1ccccc12 (stereo not drawn)
    -2.29, i
[21] Cc1cc(OC(C)C(=O)NCC(O)c2ccccc2)c2c3c(c(=O)oc2c1)CCCC3 (stereo not drawn)
    -0.01, i
[22] CC(c1ccccc1)[n+]1ccccc1 (stereo not drawn)
    1.09, i
[23] CCOC(=O)c1c(C)n(CCN2CCN(C)CC2)c2ccc(OC)cc12
    -0.01, i
[24] O=C(N/N=C/c1c(O)n(CCc2ccccc2)c(=O)[nH]c1=O)c1ccccc1O
    0.05, i
[25] COc1cccc(CNCCc2c[nH]c3ccccc23)c1OC
    -2, i
[26] CN(C(=O)CNC(=O)OCc1ccccc1)c1ccc(Br)cc1C(=O)c1ccccc1Cl
    0.03, i
[27] COc1ccc(OC)c(/C=N/OC(=O)Nc2ccc(Cl)cc2)c1
    -0.39, i
[28] O=C(CN1CC=C(c2ccccc2)CC1)Nc1cc(Cl)ccc1Cl
    -0.13, i
[29] CC(=O)c1ccc(OC(NC(=O)c2ccco2)C(Cl)(Cl)Cl)cc1 (stereo not drawn)
    -1.44, i
[30] CCCCn1c(=O)c(C(=O)Nc2ccccc2F)c(O)c2ccccc21
    0.09, i
[31] CNC(=O)c1cccn(Cc2cccc(C(F)(F)F)c2)c1=O
    -1.36, i
[32] COc1ccccc1[As](=O)(O)CC(O)COc1ccc(Cl)cc1Cl (stereo not drawn)
    0.09, i
[33] CN1C(=O)c2ccccc2Sc2ccc(C(=O)N3CCC4(CC3)OCCO4)cc21
    -0.04, i
[34] O=C1CN=C(c2cccc(Br)c2)c2cc(Br)ccc2N1
    -1.64, i
[35] CC(=O)C1C(=O)NC23CCCCC2C1c1ccccc1O3 (stereo not drawn)
    0.8, i
[36] Cc1[nH]c2ccc(OCc3ccccc3)cc2c1CCN
    -1.17, i
[37] O=c1[nH]c(=O)n(CCc2ccccc2)c(O)c1C=NCCN1CCNCC1
    -0.16, i
[38] Cc1ccc(-n2c(O)c(/C=N/NC(=O)c3ccncc3)c(=O)[nH]c2=O)cc1
    0.37, i
[39] Clc1ccc2sc(C3CCNCC3)nc2c1
    -1.07, i
[40] COc1ccccc1N1CCNCC1
    0.11, i
[41] Cc1nc2ccccc2c(=O)n1-c1ccc(Cl)c(Cl)c1
    1.29, i
[42] O=c1c2ccccc2nc(-c2ccco2)n1-c1nccs1
    -0.13, i
[43] CN1CCc2nc3sc(C#N)c(N)c3c(-c3cccs3)c2C1
    -0.03, i
[44] Cc1ccc(OP(N)(=O)Oc2ccc(C)cc2)cc1
    0.34, i
[45] CCOc1ccc(C2(C#N)CC[N+](C)(C)CC2)cc1
    -0.3, i
[46] Cc1nc2ccccc2c(=O)n1-c1ccc(F)cc1
    -0.81, i
[47] C=CCn1c(O)c(C(C)=NCCc2ccccc2)c(=O)[nH]c1=O
    1.59, i
[48] CC1CCCC(C)N1/N=C/c1c[nH]c2ccc(Br)cc12 (stereo not drawn)
    -4.32*, i
[49] CCC(=O)OC1(c2ccccc2)C(C)CN(C)CC1C (stereo not drawn)
    1.33, i
[50] C[N+](C)(C)CC#CCOC(=O)Nc1cccc(Cl)c1
    -0.12, i

The results go on:
Sequence of screens – Kir21 inh, KCNQ2 block
[51] Cc1ccc(S(=O)(=O)N(C)CCCC(=O)N2CCN(c3ccccn3)CC2)cc1
    1.33, i
[52] CCOC(=O)N1CCC(NC(=O)CCc2nc(C3=CCN(C)CC3)no2)CC1
    -2.41, i
[53] O=C(CNC(=O)c1ccc(Br)cc1)Nc1ccc(Br)cc1C(=O)c1ccccc1
    -1.17, i
[54] c1nc2nc3c(c(N4CCNCC4)n2n1)CCCC3
    -1.12, i
[55] Cc1cccc(Cn2cc(C=O)c3ccccc32)c1
    -0.52, i
[56] Cc1ccccc1N1C(=O)NC(=O)/C(=C\c2cc(C)n(C)c2C)C1=O
    0.3, i
[57] CN1C(=O)/C(=C\c2ccc(Br)s2)C(=O)NC1=S
    -0.55, i
[58] CCCCCCn1c(=O)c(C(=O)Nc2cnccn2)c(O)c2ccccc21
    0.74, i
[59] O=C1NC(=O)C(CCc2ccncc2)(CCc2ccncc2)C(=O)N1Cc1ccc(F)cc1
    -2.08, i
[60] COc1ccc(Cn2c(N)c(C(=O)NCc3ccco3)c3nc4ccccc4nc32)cc1
    -1.23, i
[61] NCCc1c[nH]c2ccc(O)cc12
    -0.71, i
[62] O=c1[nH]c2c(c(=O)n1C1CCCCC1)CCC2
    -0.01, i
[63] Clc1ccc(CNCCc2ccc3c(c2)OCO3)cc1
    -8.77*, i
[64] COc1ccc2nc3oc(C(=O)N4CCC5(CC4)OCCO5)cc3cc2c1
    1.14, i
[65] COc1ccc(CC(C)NCCc2ccc(OC)c(OC)c2)cc1 (stereo not drawn)
    0.25, i
[66] O=c1oc2ccccc2c(O)c1[C@H]1c2ccc(O)cc2Oc2c1c(=O)oc1ccccc21
    1.47, i
[67] Cc1ccc(C)c(NC(=S)NCCc2cnc[nH]2)c1
    0.6, i
[68] CN(C)CCNC(=O)c1cccn(Cc2cc(C(F)(F)F)cc(C(F)(F)F)c2)c1=O
    1.24, i
[69] CC(NCc1cccc(Cl)c1Cl)C(O)c1ccccc1 (stereo not drawn)
    -16.2*, i
[70] CCn1c(C)c(C(=O)Nc2ccc(OC)cc2)c2cc(OC)ccc21
    -0.27, i
[71] CC1(C)CN2C(c3ccc(Cl)cc3)N2C1 (stereo not drawn)
    -0.49, i
[72] O=C(Cn1ccc2ccccc2c1=O)NCC(=O)N1CCC2(CC1)OCCO2
    -0.25, i
[73] CC(=O)O[C@@H]1/C=C/[C@](C)(O)C[C@@H](C)C/C=C/[C@H]2[C@H](O)C(C)=C(C)[C@H]3[C@H](Cc4ccccc4)NC(=O)[C@@]123
    -2.52, i
[74] CCC(=NCc1ccc2c(c1)OCO2)c1c(O)n(C2CCCCC2)c(=O)[nH]c1=O
    0.72, i
[75] CCOC(=O)C1C2c3ccccc3O[C@@]1(C)N=C1SCC(=O)N12 (stereo partly drawn)
    1.23, i
[76] Cc1ccccc1N1CCN(C2CCCN(C(=O)Cc3c(C)noc3C)C2)CC1 (stereo not drawn)
    -1.2, i
[77] CC(C)CC(=O)Nc1ccc(S(=O)(=O)N2CC3CC(C2)c2cccc(=O)n2C3)cc1 (stereo not drawn)
    -0.48, i
[78] CCN(CC)C(=O)Oc1ccc(NC(=O)N2CCOCC2)cc1
    -0.79, i
[79] CCCCCCn1c(=O)c(C(=O)Nc2c(C)n(C)n(-c3ccccc3)c2=O)c(O)c2ccccc21
    -0.01, i
[80] COc1ccc(-n2c(O)c(/C(C)=N/N3CCCCCC3)c(=O)[nH]c2=O)cc1
    1.3, i
[81] O=C(Cc1ccc(N(CCCl)CCCl)cc1)NC(Cc1ccc(Cl)cc1)C(=O)O (stereo not drawn)
    1.79, i
[82] CCOC(=O)C(O)(c1ccc(NC(=O)Oc2ccccc2)cc1)C(F)(F)F (stereo not drawn)
    -0.03, i
[83] Fc1ccc(CCNCc2ccc(Br)cc2)cc1
    -3.17, i
[84] Cc1ccc(O)c(C(=O)c2cc(C(=O)NCCC(C)C)c(=O)n(CCC(C)C)c2)c1
    -0.22, i
[85] c1ccc(CCN2CCC3(CC2)OCCO3)cc1
    1.88, i
[86] CCCCCCn1c(=O)c(C(=O)Nc2ncccc2C)c(O)c2ccccc21
    -1, i
[87] COc1ccc(C(=O)C2CCCN(Cc3ccon3)C2)c(OC)c1 (stereo not drawn)
    -1.3, i
[88] CC(=O)Nc1ccc(S(=O)(=O)NC(CC(=O)N2CCC3(CC2)OCCO3)C(C)C)cc1 (stereo not drawn)
    0.76, i
[89] CC(O)(CS(=O)(=O)c1ccc(F)cc1)C(=O)Nc1ccc(C#N)c(C(F)(F)F)c1 (stereo not drawn)
    0.24, i
[90] COc1cc2occc2c2oc(=O)ccc12
    0.94, i
[91] O=c1cccc2n1CC1CC2CN(Cc2cccc(Cl)c2Cl)C1 (stereo not drawn)
    -7.81*, i
[92] OCC12CO[C@@H]3c4ccccc4[C@H](OC1)N32 (stereo partly drawn)
    -0.02, i
[93] COC(=O)C1=CO[C@@H](C)[C@@H]2CN3CC[C@@]4(C(=O)Nc5ccccc54)[C@@H]3C[C@H]12
    0.02, i
[94] O=C(c1ccccc1F)N1C[C@H]2C[C@@H](C1)c1cccc(=O)n1C2
    -0.07, i
[95] CCn1c(=O)cc(OCC(=O)N2CCC3(CC2)OCCO3)c2ccccc21
    0.44, i
[96] CCOC(=O)c1ccccc1C(=O)OCC
    -0.2, i
[97] Cc1ccccc1OCCCn1cc(C(=O)C(=O)N2CCOCC2)c2ccccc21
    -2.65, i
[98] COc1ccccc1OCC#CCN1CCCC(C)C1 (stereo not drawn)
    0.95, i
[99] COc1cccc(-c2nc3ccc(N4CCN(C)CC4)cc3[nH]2)c1
    -0.06, i
[100] COc1cccc(CNCCc2ccc3c(c2)OCO3)c1OC
    0.46, i

2 entries drawn at random from those above:
Sequence of screens – Kir21 inh, KCNQ2 block
[97] Cc1ccccc1OCCCn1cc(C(=O)C(=O)N2CCOCC2)c2ccccc21
    -2.65, i
[93] COC(=O)C1=CO[C@@H](C)[C@@H]2CN3CC[C@@]4(C(=O)Nc5ccccc54)[C@@H]3C[C@H]12
    0.02, i

One compound at a time (already shown).
Entry for `CCn1c(=O)cc(OCC(=O)N2CCC3(CC2)OCCO3)c2ccccc21` → Kir21 inh = 0.44; KCNQ2 block = i
Entry for `OCC12CO[C@@H]3c4ccccc4[C@H](OC1)N32` (stereo partly drawn) → Kir21 inh = -0.02; KCNQ2 block = i

(listing goes on)
Sequence of screens – Kir21 inh, KCNQ2 block
[101] c1ccc(CCCN2CCN(CCOC(c3ccccc3)c3ccccc3)CC2)cc1
    -2.24, i
[102] Cc1ccc(C2NC(=S)NC(c3ccc(C)cc3)C23C(=O)NC(=O)NC3=O)cc1 (stereo not drawn)
    -0.9, i
[103] CCn1ccnc1CN1CCCC(C(=O)c2ccc(OC)cc2OC)C1 (stereo not drawn)
    -0.08, i
[104] CSc1ncc(/C=C2/C(=O)NC(=O)N(c3ccc(C)cc3)C2=O)cn1
    0.13, i
[105] N#CC1=C(N)Oc2c(c(=O)sc3ccccc23)C1c1cccnc1 (stereo not drawn)
    0.55, i
[106] CCCCN1C(=O)NC(=O)/C(=C/c2cnc(SC)nc2)C1=O
    -0.01, i
[107] COc1cccc([C@@]2(O)CCCC[C@@H]2CN(C)C)c1
    -1.61&-0.87, i
[108] CCC(=NCc1cccnc1)c1c(O)n(-c2ccc(Cl)cc2)c(=O)[nH]c1=O
    0.24, i
[109] CC(C)(C)c1cc(OC(=O)Cc2ccccc2)ccc1O
    -0.26, i
[110] O=C(C(=C1N(Cc2ccc(Cl)nc2)CCN1Cc1ccc(Cl)nc1)[N+](=O)[O-])C(Cl)Cl
    -0.15, i
[111] COc1ccc(OP(=O)(Nc2ccccc2)Nc2ccccc2)cc1
    0.04, i
[112] CN1C(=O)C(Cc2ccc(OCc3ccccc3)cc2)C(=O)N(C)C1=O
    -0.67, i
[113] COC(=O)c1ccccc1N=Cc1c(O)[nH]c(=O)[nH]c1=O
    -0.31, i
[114] Cc1nc2sccc2c(=O)n1-c1ccccc1Cl
    0.46, i
[115] COc1cc(CNCCc2c[nH]c3ccccc23)cc(OC)c1
    -2.44, i
[116] O=c1[nH]c(=S)[nH]c(O)c1/C=C1/C=c2ccccc2=N1
    -0.72, i
[117] COc1ccc(CNC(=O)CCC(=O)N2C[C@H]3C[C@H](C2)c2cccc(=O)n2C3)cc1
    0.34, i

Screening data (PubChem BioAssay)
